# Bioassay records as filed in PubChem BioAssay.
# N-glyco inh: N-linked glycosylation inhibition; reporter increase, % at 12.5 µM; 360,000 compounds, 0.23% hits; AID 588692; D54 ERlucT glycosylation luciferase reporter, 24 h; percent of 100 nM tunicamycin response;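 active = mean luciferase reporter signal, scaled so untreated is 0 and the glycosylation-blocking control 100, at or above a set limit in every replicate; inconclusive = mean reaches the limit but not every replicate does; inactive = mean below the limit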;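 also: luciferase carries N-glycosylation sites so blocking glycosylation raises the light; 0% = median of neutral control wells and 100% = median of 100 nM tunicamycin wells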
# H9c2 protect: modulators protecting cardiomyocytes from myocardial damage | H9c2 cardiomyocytes, H2O2 injury protection, ATPLite, 2 h | protection from H2O2 cell death, % at 20 µM | 360,000 compounds, 0.63% hits | AID 588492;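 active = compounds giving at least 50% protection of heart cells from peroxide-induced death in the single-dose screen, raw or plate-pattern-corrected value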;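 also: 0% = DMSO wells with peroxide and 100% = DMSO wells without peroxide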
# MC4R ag barr: agonists of human melanocortin 4 receptor (MC4R) beta-arrestin | P32245 | U2OS MC4R beta-arrestin complementation, luminescence; percent of melanotan II response, DMSO zero | activation, % at 8.9 µM | 360,000 compounds, 0.98% hits;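 active = activation above a per-plate cutoff, the mean activation of sample wells on that plate plus 3 SD, cut at about 8% in these data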
# Target sequence (P32245 whole entry, looked up): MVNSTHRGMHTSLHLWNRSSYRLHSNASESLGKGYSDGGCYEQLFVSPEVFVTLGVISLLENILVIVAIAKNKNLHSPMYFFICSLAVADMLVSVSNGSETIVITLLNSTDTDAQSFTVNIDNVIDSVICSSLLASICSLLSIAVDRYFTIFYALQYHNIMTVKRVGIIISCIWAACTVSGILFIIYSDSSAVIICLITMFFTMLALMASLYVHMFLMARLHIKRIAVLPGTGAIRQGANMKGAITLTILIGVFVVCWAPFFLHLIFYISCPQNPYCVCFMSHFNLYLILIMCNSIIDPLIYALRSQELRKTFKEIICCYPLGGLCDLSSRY
# PDI turbidity: inhibitors of human protein disulfide isomerase; P07237; PDI insulin aggregation turbidity, A650, 90 min; inhibition, % at 10 µM; 350,000 compounds, 0.052% hits;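 active = mean inhibition across replicates of 30% or more, whatever share of single replicates reach that level; inconclusive = mean inhibition below 30% while every single replicate reaches 30%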;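 also: absorbance from insulin aggregation driven by PDI reduction with DTT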
# Target sequence (P07237 whole entry, looked up): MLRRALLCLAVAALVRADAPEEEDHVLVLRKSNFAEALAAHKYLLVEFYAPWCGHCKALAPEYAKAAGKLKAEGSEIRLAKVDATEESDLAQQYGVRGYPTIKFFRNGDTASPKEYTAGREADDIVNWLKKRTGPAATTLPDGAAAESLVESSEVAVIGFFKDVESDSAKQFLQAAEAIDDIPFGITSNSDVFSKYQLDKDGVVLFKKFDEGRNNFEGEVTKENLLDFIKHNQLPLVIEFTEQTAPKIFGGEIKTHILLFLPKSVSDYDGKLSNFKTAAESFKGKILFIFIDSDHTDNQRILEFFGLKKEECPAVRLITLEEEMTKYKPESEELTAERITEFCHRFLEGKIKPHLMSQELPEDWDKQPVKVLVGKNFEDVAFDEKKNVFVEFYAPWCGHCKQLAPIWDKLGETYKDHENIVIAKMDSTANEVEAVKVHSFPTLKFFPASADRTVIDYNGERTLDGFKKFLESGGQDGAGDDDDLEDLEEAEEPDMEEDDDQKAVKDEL
# aDG glyco up: increases alpha dystroglycan glycosylation. Pro5-aDG cells, alpha-DG glycosylation AlphaScreen (IIH6); 0% Pro5, 100% B10-LARGE cell signal. activation, % at 10 µM. 360,000 compounds, 0.22% hits. AID 624168;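 active = activation of at least 8% versus controls, or a plate z-score of at least 8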;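 also: Pro5 are CHO cells carrying HIG-tagged alpha-DG that lacks glycosylation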
# Vif imaging: inhibitors of HIV Vif | inhibition, % at 7.49 µM | AID 602346 | 340,000 compounds, 0.35% hits | HEK293T cells, Vif self-association by quenched fluorescence, imaging, 24 h; in the data active = inhibition above about 50%, passing the limit was not always enough; inconclusive = no clear call, values can overlap the other calls; inactive = below about 31%; also: some results filed as inactive read as strong as hits
# CaV13 FRET inh: Disruptors of the CACNA1D IQ motif to Ca2+-dependent inactivation inhibitor domain association, primary screening, Förster resonance energy transfer in intact living …; AID 743397; HEK cells, CFP/YFP FRET ICDI-IQ, plate reader, 10 min; percent FRET-ratio fall versus neutral wells; inhibition, % at 12.3 µM; 340,000 compounds, 0.098% hits;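 active = mean replicate inhibition of at least 30% and at least 1% of replicates passing that level; inconclusive = only one of the two criteria is met; inactive = neither criterion is met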;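 also: 0% = median of the neutral control wells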
# ABCB6 inh MLPCN: blocks the human ABCB6 transporter; K562-ABCB6 porphyrin accumulation, flow cytometry, 1 h; active compounds read low; fluorescence ratio to DMSO, % at 10 µM; 360,000 compounds, 0.19% hits;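 active = fluorescence ratio to DMSO below 75%, the collection mean minus 3 SD; inconclusive = too few cells collected in the well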;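 also: signal is porphyrin accumulated inside mitochondria; 100% equals median channel fluorescence of DMSO control wells; lower ratio means ABCB6 inhibition with less porphyrin fluorescence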
# MC4R antag cAMP: human MC4R antagonism in cAMP assay. P32245. inhibition, % at 6.5 µM. 360,000 compounds, 0.48% hits. AID 540295. MC4R-expressing cells, MTII-stimulated cAMP, LANCE TR-FRET;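 active = inhibition above its plate's cutoff, the mean of tested wells on that plate plus 3 SD, cut at about 29% in these data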;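 also: 0% = Melanotan II alone and 100% = Melanotan II plus saturating MCL0020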
#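 Test system: U2OS cells stably expressing human melanocortin 4 receptor (MC4R); also added: Melanotan II challenge; compound: 6.5 µM single dose; timing: 30-min compound preincubation, 1-h Melanotan II challenge, 1-h detection, room temperature; signal: Eu-cAMP/anti-cAMP TR-FRET, emission 671 nm; repeats: one well per compound, no replicates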
# HTR2A ag: agonists of mouse serotonin 5-HT2A receptor (HTR2A). P35363. CHO-K1 mHTR2A beta-arrestin complementation, luminescence; percent of 30 µM serotonin response. activation, % at 7.6 µM. 360,000 compounds, 0.66% hits. AID 624169;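 active = activation above a run cutoff, the mean activation of all tested compounds plus 3 SD, cut at about 14% in these data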;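 also: 0% = plate median of compound wells and 100% = 30 µM serotonin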
# Active calls of the source: *; ? = inconclusive; / = not tested or not shown.
# Every second line gives: N-glyco inh	H9c2 protect	MC4R ag barr	PDI turbidity	aDG glyco up	Vif imaging	CaV13 FRET inh	ABCB6 inh MLPCN	MC4R antag cAMP	HTR2A ag
- Cc1ccc2cc(CN(CC3CCCO3)C(=O)c3cccs3)c(=O)[nH]c2c1 (centres undefined)
    0	-2	-1.2	0	0.0	15	-3	100	6	-7
- O=C(NCc1ccccc1Cl)C(=O)NCC1OCCCN1S(=O)(=O)c1cccs1 (centres undefined)
    0	-4	-2.0	-2	-0.1	0	/	100	-1	2
- Cn1cnnc1SCC(=O)Nc1nc(-c2ccc(F)cc2)cs1
    -1	0	-1.4	-5	-0.2	-6	-2	100	8	0
- COc1ccc(S(=O)(=O)NCc2cccnc2)cc1NC(=O)c1ccccc1
    1	1	-0.3	14	-0.1	-3	-8	94	7	0
- Cc1cc(NCCCn2ccnc2)n2nc(C)c(-c3ccccc3)c2n1
    ?	-4	-0.8	-5	0.7	-2	-3	97	5	0
- CC(=O)Oc1ccc(-c2csc(Nc3cccc(C)n3)n2)cc1
    -4	2	3.9	-1	-0.2	-2	-2	96	-4	1
- O=C(CN(c1ccccc1)S(=O)(=O)c1ccccc1)N1CCN(Cc2ccc3c(c2)OCO3)CC1
    -3	-5	1.6	-2	0.1	/	/	104	7	-4
- Cc1cccc(C(=O)NCCC(=O)NCc2ccccc2Cl)c1
    0	-3	0.7	17	0.0	54*	-2	101	12	4
- CN(Cc1nc(-c2ccncc2)no1)S(=O)(=O)c1ccccc1
    -1	-8	-0.7	1	0.9	12	0	87	8	3
- O=C(c1cc(Sc2ccc(Cl)cc2)nc2ccccc12)N1CCN(c2ccccn2)CC1
    17	7	-0.4	6	1.3	-5	-3	95	12	-3
- NC(=O)COC(=O)c1cc(Cl)cc(Cl)c1N
    2	4	0.1	-3	0.8	5	-3	99	13	10
- CCOc1ccc(NC(=O)COC(=O)Cn2cnc3ccccc32)cc1
    0	1	-0.9	-3	-0.1	-1	-19	99	6	-6
- CCCc1nc(SCC(=O)Nc2ccccc2)c2c(=O)n(C)c(=O)n(C)c2n1
    -6	11	1.2	/	0.1	0	-7	99	12	1
- CC(=O)COC(=O)c1cc(-c2ccc(C)cc2)nc2ccccc12
    0	-9	1.3	-2	0.3	-2	-6	104	2	1
- CC(C)(C)C(=O)Nc1ccc(NC(=O)C(C)(C)C)cc1
    0	1	0.2	8	0.1	7	-7	92	-10	3
- O=C(Cn1nc(-c2ccccc2)ccc1=O)Nc1ccc(N2CCN(C(=O)c3cccs3)CC2)cc1
    -8	-6	1.9	1	0.0	-14	0	91	-3	-5
- COCC(=O)N(C)[C@H]1C[C@H]2c3cc(N4CCN(C)CC4)ccc3CCN2C(=O)[C@H]1[C@H](C)O
    -1	1	0.1	-9	0.1	/	-10	106	4	7
- CC1S/C(=N/N=C/c2ccco2)NC1=O (centres undefined)
    1	0	1.4	7	-0.1	-14	1	98	-4	-1
- COCCN1C(=O)N[C@@H](CCc2ccccc2)[C@H](C(=O)OC)[C@H]1C
    1	0	1.4	4	-0.2	-6	-10	100	1	1
- CCOc1cc2[nH]c(=S)n(CCOC)c(=O)c2cc1OCC
    1	14	-1.2	-9	0.3	1	-6	100	13	1
- CCCS(=O)(=O)c1cn2cccc(N)c2c1S(=O)(=O)CCC
    0	3	-1.6	-2	-0.3	5	/	97	-4	1
- COc1ccc(-c2noc(CSc3ccc(C)cc3)n2)cc1
    -2	-16	2.8	0	-0.1	1	-8	104	0	-3
- COc1ccc(C)cc1Nc1n[n+](-c2ccccc2)c(-c2c(OC)ccc3ccccc23)s1
    1	-19	-0.6	4	-0.5	-4	-6	94	4	-7
- Cc1cccc2sc(NNC(=O)c3ccc(S(=O)(=O)N4CC(C)CC(C)C4)cc3)nc12 (centres undefined)
    -16	14	1.7	/	-0.3	-9	6	95	25	15*
- COc1cccc(/C=C/C(=O)NNC(=O)c2cc(C)oc2C)c1
    1	-4	-2.5	-3	-0.4	8	-5	97	16	3
- COc1ccc(/C=C/C(=O)NC(C)C)cc1Br
    -1	-4	-0.6	-6	-0.1	-1	/	101	4	0
- COc1cccc(C(NC(C)=O)c2nc(/C=C/c3ccccc3)cs2)c1 (centres undefined)
    1	0	1.3	4	0.0	7	-4	103	3	-2
- O=C1N(Nc2ccccc2)C(c2ccc(Br)cc2)C12CCCCC2 (centres undefined)
    16	-6	24*	6	-0.1	2	-3	94	-2	-1
- O=C(COc1cccc(Br)c1)N/N=C1\CCCc2ccccc21
    0	7	2.0	2	0.0	3	1	102	16	-4
- COc1ccc(-c2cc(C(=O)OCC(=O)NC3CC3)c3ccccc3n2)cc1
    2	-9	-0.7	3	0.1	-8	-5	99	-1	2
- COc1ccc2cc(C(=O)C3CCCN(C(=O)c4cccnc4)C3)ccc2c1 (centres undefined)
    -1	-2	-2.2	-6	0.5	-4	-3	92	7	6
- O=S(=O)(NC1CCCCC1Oc1ccccc1)c1ccccc1 (centres undefined)
    -1	-2	1.9	3	0.1	-8	-3	105	12	3
- Cc1c(-c2ccccc2)c(=O)oc2ccc(O)cc12
    5	3	0.8	7	-0.3	2	-15	94	-4	3
- Cn1cnc([N+](=O)[O-])c1Sc1ncccc1N
    2	4	-0.2	-1	0.0	-2	-4	95	-4	-6
- COC(=O)c1ccc2c(=O)n3c(nc2c1)SCC(c1ccccc1)=N3
    2	30	-1.1	-9	-0.2	5	-6	104	2	0
- CC(=O)c1c(C)[nH]c(C(=O)CN2CCN(S(=O)(=O)c3ccccc3F)CC2)c1C
    -1	-10	-1.0	4	1.1	-8	-16	95	11	11
- CCCCCN(C(=O)CCC(=O)OCC(=O)N(C)C1CCCCC1)c1c(N)n(CCCC)c(=O)[nH]c1=O
    1	-2	-2.4	3	0.6	9	-2	95	8	4
- Cc1ccc(NC(=O)CSCC(=O)NC2=NCCS2)cc1
    4	2	-1.6	-2	-0.2	-5	-17	101	9	-5
- CCN1C(=O)N(C(C)=O)C2C1N(C(C)=O)C(=O)N2C(C)=O (centres undefined)
    0	4	-3.3	9	-0.3	3	2	94	4	-2
- O=S(=O)(c1ccccc1)N1CCN(C(=S)NCCCN2CCOCC2)CC1
    0	4	-2.4	-3	0.2	19	12	98	-5	12
- CCCN(C(=O)CSc1ncnc2sccc12)c1c(N)n(Cc2ccccc2)c(=O)[nH]c1=O
    0	7	-1.2	1	-0.1	2	-6	90	2	-2
- Cc1ccc(CNC(=O)CN2CCC(C(N)=O)CC2)cc1
    /	-6	-1.2	-6	-0.2	/	-8	101	9	3
- O=C(NCc1ccccc1OC(F)(F)F)C1CCC(=O)N(Cc2cccc(F)c2)C1 (centres undefined)
    1	1	1.2	3	0.3	-1	-6	97	-4	0
- COc1ccc(/C=N/NC(N)=S)cc1OC(=O)c1ccccc1
    12	13	-2.2	-7	0.0	13	-4	97	-11	-3
- CC(C)(C)NC(=O)C(=O)NNC(=O)c1cccc(F)c1
    0	1	-3.1	3	-0.2	3	1	99	13	0
- Cc1cc(Oc2ccc(Cl)cc2)nc(-c2ccccn2)n1
    0	-4	-0.2	-1	1.0	-8	-4	98	5	-6
- CC(C)CN(CC(C)C)S(=O)(=O)N1CCC(C(=O)NCCc2ccc(Cl)cc2)CC1
    -4	0	0.3	10	0.3	-17	-7	99	4	3
- CCOC(=O)c1sc2nc(C)nc(Nc3ccc(OC)c(OC)c3)c2c1C
    -1	6	-1.5	-7	-0.2	-2	-3	103	19	6
- O=S1(=O)CC(N2CC=CC2)CN1Cc1ccc(F)cc1 (centres undefined)
    -1	1	/	/	-0.2	/	-11	103	/	2
- CCN(Cc1ccccc1)C(=O)c1ccc2c(=O)n3c(nc2c1)CCC3
    -1	8	-0.6	1	0.0	5	-6	95	5	-10
- CCCCc1nnc(NC(=O)c2oc3ccc(OC)cc3c2C)s1
    1	0	6.9	-2	0.3	9	-6	101	7	5
- O=C(Cn1cc(S(=O)(=O)N2CCCC2)c(S(=O)(=O)N2CCCC2)c1)NCc1ccco1
    0	-5	-1.6	-8	0.1	-5	-5	102	-4	1
- CCCC(=O)c1ccc(N2CCN(S(=O)(=O)c3ccc(C)cc3)CC2)c(F)c1
    -6	-10	-0.3	-11	0.6	6	-8	87	-2	0
- Cc1cc(=O)oc2cc(OC(C)C(=O)NCCCn3ccnc3)ccc12 (centres undefined)
    1	0	3.5	6	-0.1	12	-4	97	-1	5
- C/C(=N\NC(=O)c1cccc(S(=O)(=O)N2CCCC2)c1)c1cccs1
    0	0	-0.5	5	0.0	2	-7	83	-2	-1
- COc1ccccc1C(=O)c1ccccc1C(=O)c1ccccc1
    -2	1	0.3	-3	0.1	-4	-9	102	5	-1

# Structural class: the entries above containing fluorine (6)
# Every second line gives: N-glyco inh	H9c2 protect	MC4R ag barr	PDI turbidity	aDG glyco up	Vif imaging	CaV13 FRET inh	ABCB6 inh MLPCN	MC4R antag cAMP	HTR2A ag
- Cn1cnnc1SCC(=O)Nc1nc(-c2ccc(F)cc2)cs1
    -1	0	-1.4	-5	-0.2	-6	-2	100	8	0
- CC(=O)c1c(C)[nH]c(C(=O)CN2CCN(S(=O)(=O)c3ccccc3F)CC2)c1C
    -1	-10	-1.0	4	1.1	-8	-16	95	11	11
- O=C(NCc1ccccc1OC(F)(F)F)C1CCC(=O)N(Cc2cccc(F)c2)C1 (centres undefined)
    1	1	1.2	3	0.3	-1	-6	97	-4	0
- CC(C)(C)NC(=O)C(=O)NNC(=O)c1cccc(F)c1
    0	1	-3.1	3	-0.2	3	1	99	13	0
- O=S1(=O)CC(N2CC=CC2)CN1Cc1ccc(F)cc1 (centres undefined)
    -1	1	/	/	-0.2	/	-11	103	/	2
- CCCC(=O)c1ccc(N2CCN(S(=O)(=O)c3ccc(C)cc3)CC2)c(F)c1
    -6	-10	-0.3	-11	0.6	6	-8	87	-2	0

# The order is random, and some 3.6% of all compounds hit somewhere here.
